SW480 rereplic – induces DNA re-replication in SW480 colon adenocarcinoma cells; SW480 DNA re-replication, Hoechst DNA content imaging, 48 h; Potency, µM (highest dose often 46.1 µM), inactives show at the top dose re-replication activation, actives largely listed as activators; hit rate 1.8% among 340,000; also: potency is read from the fitted curve at half-maximal effect; % of control where 0% means no effect; nearly all actives have a fitted effect of over 55% in size
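DNA re-replication was detected as more nuclei of elevated Hoechst intensity after 48 hr exposure to compound (23 nL pinned per well of 250 cells).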
KB-V1 MDR tox – KB-V1 MDR subline cytotoxicity; KB-V1 MDR cells viability, CellTiter-Glo, 72 h; Potency, µM (doses to about 46.1 µM), without a hit: at the top dose activity change, negative = cytotoxicity, most hits filed as cytotoxic; hit rate 3.4% among 400,000; AID 1347076; also: potency is read from the fitted curve at half-maximal effect; % is scaled to controls: 0 for no effect and ±100 for the full control effect; nearly all actives have a fitted effect of over 60% in size
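Compound-treated KB-V1 multidrug-resistant cells, 72 h, 37 degrees C; viability by CellTiter-Glo. Fitted qHTS curves give the values.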
HT1080 IDH1KD tx – toxicity to HT-1080 IDH1 knockdown cells (counter line) | HT-1080 IDH1 knockdown viability, ATP luminescence, 48 h | hit rate 2% among 360,000 | Potency, µM (doses to about 46.1 µM), for inactives: at the top dose activity, negative = toxicity, most hits filed as cytotoxic | AID 686971;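 also: potency is read from the fitted curve at half-maximal effect; 0% = DMSO wells and -100% = cell-free medium wells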
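% activity derives from luminescence (CellTiter-Glo), normalised to DMSO and no-cell wells. HT-1080-IDH1KD cells, 750/well, had 48 h compound exposure at 37 °C.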
KB-3-1 cytotox – kills parental KB-3-1 adenocarcinoma cells. KB-3-1 viability, CellTiter-Glo ATP luminescence, 72 h. Potency, µM (doses to about 46.1 µM), for the others: top-dose activity change, negative = cytotoxic, most hits filed as cytotoxic. hit rate 1.4% among 400,000; also: potency is read from the fitted curve at half-maximal effect; % is scaled to controls: 0 for no effect and ±100 for the full control effect; nearly all actives have a fitted effect of over 60% in size
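Here the drug-naive KB-3-1 line serves as comparator for MDR sub-line selectivity; cells received compound titrations, 72 h at 37 °C, then CellTiter-Glo readout.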
DRD3 agonist – agonists of human D3 dopamine receptor; max activation, %; AID 652048; hit rate 0.58% among 410,000; D3R DiscoveRx beta-arrestin cells, luminescence, 90 min; P35462; in the data active = max activation above about 30%; also: 0% is about no effect; mostly tested at two doses, the higher about 12 µM
Target sequence (P35462 whole entry, looked up): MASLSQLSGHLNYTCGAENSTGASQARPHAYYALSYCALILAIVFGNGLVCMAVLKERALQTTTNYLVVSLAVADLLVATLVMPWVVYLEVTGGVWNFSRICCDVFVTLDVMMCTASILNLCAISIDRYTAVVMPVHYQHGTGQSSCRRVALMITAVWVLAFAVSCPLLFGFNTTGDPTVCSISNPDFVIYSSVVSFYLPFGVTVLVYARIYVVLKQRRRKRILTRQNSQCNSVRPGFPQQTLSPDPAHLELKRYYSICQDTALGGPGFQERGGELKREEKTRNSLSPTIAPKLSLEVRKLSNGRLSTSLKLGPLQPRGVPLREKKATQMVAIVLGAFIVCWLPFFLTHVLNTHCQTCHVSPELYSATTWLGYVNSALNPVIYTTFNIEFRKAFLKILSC
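Agonist mode: compounds and dopamine controls were applied to plated cells for 90 min at 37 degrees C after an overnight attachment at 1500 cells/well. Luminescent read-out followed 30 - 60 minutes at room temperature with DiscoveRx detection reagent.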
DRD3 antagonist – D3 dopamine receptor (human) antagonism | D3R cells, DiscoveRx beta-arrestin luminescence, antagonist mode; hits give low values | max response, negative = inhibition, % | hit rate 2.5% among 360,000; in the data active = max response below about -50%; inconclusive = no clear call, values can overlap the other calls; also: % is scaled to controls: 0 for no effect and ±100 for the full control effect; mostly tested at two doses, the higher about 12 µM
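Cells expressing the human receptor were seeded at 1500 cells/well, incubated overnight at 37 degrees C in 5% CO2, then exposed to library compounds with dopamine controls for 90 minutes at 37 degrees C before luminescent detection.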
GLP1R ag – activates the human GLP-1 receptor; hit rate 0.007% among 380,000; P43220; Potency, µM (top dose mostly 45.6 µM), inactives show at the highest dose activation, actives largely listed as activators; HEK293 GLP-1R CRE-luciferase, luminescence, 4-6 h; cells express a hypersensitive GLP-1R form; also: potency is read from the fitted curve at half-maximal effect; % of control where 0% means no effect
Target sequence (P43220 whole entry, looked up): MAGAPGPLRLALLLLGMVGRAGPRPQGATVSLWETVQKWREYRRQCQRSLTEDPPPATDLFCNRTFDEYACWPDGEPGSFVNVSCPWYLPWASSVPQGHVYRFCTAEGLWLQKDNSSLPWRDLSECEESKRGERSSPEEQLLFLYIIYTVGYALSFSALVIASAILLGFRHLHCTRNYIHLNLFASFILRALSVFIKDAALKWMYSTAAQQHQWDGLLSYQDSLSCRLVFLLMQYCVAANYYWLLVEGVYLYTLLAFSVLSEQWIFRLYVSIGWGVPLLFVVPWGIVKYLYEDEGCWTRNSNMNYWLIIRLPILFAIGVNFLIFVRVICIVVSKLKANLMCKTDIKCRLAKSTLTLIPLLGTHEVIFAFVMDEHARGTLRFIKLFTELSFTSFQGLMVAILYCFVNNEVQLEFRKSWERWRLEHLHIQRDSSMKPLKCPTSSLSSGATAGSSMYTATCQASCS
HT1080-NT tox – kills 2HG-producing HT-1080-NT fibrosarcoma cells; AID 686970; Potency, µM (titrated, usually from 46.1 µM), inactives show at the top dose activity, negative = less viability, actives largely listed as cytotoxic; hit rate 1.6% among 360,000; HT-1080-NT fibrosarcoma viability, CellTiter-Glo ATP luminescence, 48 h;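 also: NT is the 2HG producing partner of a matched IDH1 knockdown line; potency is read from the fitted curve at half-maximal effect; 0% = DMSO-treated cells and -100% = media-only wells without cells; nearly all actives have a fitted effect of over 55% in size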
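Viability of the 2HG-overproducing fibrosarcoma line after 48 hours of compound exposure at 37 degrees C was determined by luminescence with CellTiter-Glo, and concentration-effect curves were then fitted and categorized.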
IL-1B inflam inh – inhibitors of inflammasome signaling (IL-1 beta secretion); THP-1 LPS/ATP IL-1B secretion, AlphaLISA, 16 h; hits give low values; activity change, % at 57.5 µM; hit rate 4.7% among 360,000; in the data active = activity change below about -50%; inconclusive = mostly about -30% to -49%; also: % is scaled to controls: 0 for no effect and ±100 for the full control effect
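THP-1 cells pretreated 1 hr with compounds (up to 57.5 uM final), then stimulated with LPS (250 ng/mL final) plus ATP (1.25 mM final); secreted IL-1B measured by AlphaLISA after 16 hr, decreased signal indicating inhibition.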
* marks the source's active call; other numbers are inactive results; ? = inconclusive; . = not tested or not shown; & = joins results of further samples; [ ] = remark or other dose. Unless noted, calls follow the shape of the dose curve; as a rule, active = well fitted curve in the direction sought with a large enough effect; inconclusive = small, poorly fitted or top-dose-only effect, or another doubt; inactive = no such curve, though single readings can be large; an effect the other way counts as inactive or inconclusive.

entry | SMILES | SW480 rereplic | KB-V1 MDR tox | HT1080 IDH1KD tx | KB-3-1 cytotox | DRD3 agonist | DRD3 antagonist | GLP1R ag | HT1080-NT tox | IL-1B inflam inh
1 | CCCOc1ccc(N2C(=O)CC(N3CC=C(c4ccccc4)CC3)C2=O)cc1 (centres undefined) | 7% | 0% | 4% | ? | 9 | 9 | 9% | 9% | 15
2 | COC(=O)C1=C(c2ccc(F)cc2OCc2ccccc2)C[C@@H]2CC[C@H]1N2C(=O)NCc1ccc(C)cc1 | ? | 0% | -13% | ? | -24 | -11 | -4% | -9% | -59*
3 | COc1ccccc1CNC(=O)CCC(=O)N1C[C@H]2C[C@@H](C1)c1cccc(=O)n1C2 | -7% | 0% | 1% | 0% | 1 | 37 | 0% | 3% | 14
4 | S=P(NC1CCCCC1)(N1CC1)N1CC1 | ? | 0% | 0% | 9% | 1 | 8 | -1% | -4% | -4
5 | CN1CCN(S(=O)(=O)c2ccc(Cl)nc2)CC1 | -2% | -14% | 24% | -1% | 2 | 10 | 0% | 19% | 28
6 | CCC(=O)N1N=C(c2c(O)n(CCc3ccccc3)c(=O)[nH]c2=O)CC1c1ccc(OC)c(OC)c1 (centres undefined) | ? | 9% | ? | 11% | -1 | 2 | 9% | ? | 99
7 | C[C@]12CCC3C(CC[C@H]4C[C@@H](O)CC[C@]34C)[C@H]1CC[C@H]2O (some centres undefined) | 3% | ? | 2% | -11% | 17 | 15 | 29% | -2% | 40
8 | C=CCn1c(O)c(/C(C)=N/N2CCN(C)CC2)c(=O)[nH]c1=O | -54%[inhibitor] | -2% | -4% | -3% | -2 | -20 | 4% | 0% | 21
9 | O=P1(Oc2ccccc2)OCCCS1 (centres undefined) | -7% | 16% | -3% | 0% | 1 | 10 | -5% | -3% | 0
10 | COc1ccc(OC)c(N=Cc2c(O)n(Cc3ccccc3)c(=S)[nH]c2=O)c1 | 29µM* | -4% | 5% | 4% | 2 | -1 | 9% | 7% | 19
11 | O=C(NCc1cccnc1)NC1CCCCC1 | -3% | -3% | -5% | 2% | 6 | 8 | -1% | 0% | -2
12 | CCP(=S)(CC)c1ccc(N(C)C)cc1 | ? | -12% | 15% | -4% | 0 | -18 | 3% | -3% | 17
13 | CC(=O)OC1N=C(c2ccccc2Cl)c2cc(Br)ccc2NC1=O (centres undefined) | -2% | ? | -5% | 3% | 13 | 0 | 16% | -3% | -71*
14 | COc1ccc(CN2CCN(C(=O)Cc3ccccc3)CC2)cc1Br | ? | -1% | 9% | 3% | -3 | -1 | -3% | 6% | -20
15 | O=C(O)COc1ccc(Br)cc1C(c1c(C(=O)O)[nH]c2ccccc12)c1c(C(=O)O)[nH]c2ccccc12 | -32%[inhibitor] | -2% | -12% | -3% | -2 | 10 | -5% | -6% | 67
16 | O=c1c2ccccc2nc(/C=C\c2ccccc2[N+](=O)[O-])n1-c1ccccc1O | ? | ? | ? | ? | 4 | 4 | 17% | ? | -98*
17 | O=C1C=C(N2CC2)c2ccccc2C1=O | . | 1% | ? | 21µM* | -5 | -17 | -6% | 23µM* | 63
18 | CC1N(O)C2CCCCCC2N1O (centres undefined) | 1% | 20% | 20% | 5% | -5 | 0 | 12% | 17% | 12
19 | COc1ccc(C2=NCc3nnc(C)n3-c3ccc(Cl)cc32)cc1Cl | -2% | ? | ? | ? | 5 | 21 | ? | -20% | -17
20 | Cn1cc(/C=C2\C(=O)NC(=O)N(c3ccccc3)C2=O)c2ccccc21 | 5% | -18% | 3% | 9% | 1 | -17 | 0% | -4% | 50
21 | CC(C)c1ccc2[nH]c(O)c(N=NC(=O)c3cccc(S(=O)(=O)Nc4ccc(Cl)cc4)c3)c2c1 | 1% | 30% | -27% | -1% | 2 | ? | -11% | ? | -25
22 | CC(=NCCCn1ccnc1)c1c(O)n(C2CCCCC2)c(=O)[nH]c1=O | -8% | 5% | -5% | -1% | 0 | -10 | -7% | 0% | 2
23 | CCN(CCNc1ccc([N+](=O)[O-])c2cccnc12)S(=O)(=O)c1ccc(Cl)cc1 | -2% | -17% | -6% | -8% | -8 | -11 | -1% | -2% | -14
24 | CCOC(=O)c1c(C)[nH]c(C(=O)C(Cc2ccccc2)N(C)C)c1C (centres undefined) | 0% | ? | -2% | 2% | -11 | 0 | 1% | 0% | -10
25 | CCCCn1c(=O)c(C(=O)Nc2ccccc2Cl)c(O)c2ccccc21 | 0% | 6% | -1% | -9% | 4 | -6 | 1% | 0% | 11
26 | Cn1c(=O)c(Oc2ccc(F)cc2)c(O)c2ccccc21 | -694%[inhibitor] | 2% | 5% | 27% | 10 | 27 | 1% | 11% | 13
27 | O=C(c1ccc2c(c1)OCO2)C1CCCN(Cc2ccc(F)c(F)c2)C1 (centres undefined) | -3% | ? | -11% | -3% | -9 | -52* | -2% | -4% | 0
28 | CCc1ccc(-n2c(O)c(/C=N/NC(=O)c3ccncc3)c(=O)[nH]c2=O)cc1 | 4% | ? | ? | 19% | -7 | 3 | 0% | 27% | 15
29 | CSCCC(N=Cc1c(O)n(-c2ccc(Cl)cc2)c(=O)[nH]c1=O)C(=O)OC(C)(C)C (centres undefined) | -4% | 3% | 0% | 4% | -1 | 13 | -6% | 8% | 33
30 | COc1ccc(OC)c(C(O)C(C)N)c1 (centres undefined) | ? | -4% | 13% | 0% | 22 | 17 | -5%&-5% | 30% | 15
31 | NC(=O)c1ccc(OCCC(O)N2CC=C(c3ccc(F)cc3)CC2)cc1 (centres undefined) | -5% | -22% | -6% | 0% | -26 | -57* | -3% | 1% | -15
32 | ON1C2CCCCC2N(O)C1c1ccccc1 (centres undefined) | 2% | 0% | -10% | 3% | 1 | 12 | -4% | -3% | 11
33 | CC(=O)Nc1ccccc1C(=O)OCC(=O)c1cccc2ccccc12 | 1% | 0% | 5% | 23% | -1 | 4 | 1% | 5% | 22
34 | Cc1cccc(N2C(=O)/C(=C/N3CCN(C(=O)c4ccco4)CC3)C(=O)NC2=S)c1 | -8% | 33% | 15% | -4% | -8 | 24 | -7% | 11% | 1
35 | O=C(Nc1ccc(C(F)(F)F)cc1)OC1CN2CCC1CC2 (centres undefined) | 23% | -2% | -24% | -17% | 18 | 14 | 3% | -25% | -13
36 | COC(=O)c1nc(-c2ccc3c(n2)C(=O)C(N)=C(OC)C3=O)c(N)c(-c2ccc(OC)c(OC)c2O)c1C | ? | 10µM* | ? | ? | 0 | 0 | 2% | ? | -55*
37 | O=c1[nH]c(=S)n(-c2ccc(Cl)cc2)c(O)c1C=Nc1ccc(N2CCOCC2)cc1 | -3% | 3% | -3% | 2% | 11 | -9 | 0% | -3% | 15
38 | COc1cc(C2c3cc4c(cc3C(O)C3COC(=O)C23)OCO4)cc(OC)c1OC (centres undefined) | ? | 0.23µM* | ? | 0.16µM* | -2 | 0 | 25% | 0.0058µM* | -3
39 | OC(CCNCCc1c[nH]c2ccccc12)C(F)(F)Cl (centres undefined) | 2% | -3% | 11% | 11% | 0 | 4 | 0% | 6% | 17
40 | Cc1ccnc(-n2c(-c3ccccc3)nc3ccccc3c2=O)c1 | 1% | -4% | 4% | -26% | 5 | 19 | 4% | 6% | 12
41 | Clc1cccc(Cl)c1Cn1nnc(N2CCCC2)n1 | -135%[inhibitor] | -39% | 7% | 8% | -4 | -16 | 24% | 15% | 36
42 | C/C(CC(c1ccccc1)c1c(O)c2ccccc2oc1=O)=N\Nc1ccc([N+](=O)[O-])cc1[N+](=O)[O-] (centres undefined) | 6% | -4% | -23% | -13% | -2 | -5 | 4% | -9% | 16

Of the compounds above, these contain fluorine:
entry | SMILES | SW480 rereplic | KB-V1 MDR tox | HT1080 IDH1KD tx | KB-3-1 cytotox | DRD3 agonist | DRD3 antagonist | GLP1R ag | HT1080-NT tox | IL-1B inflam inh
2 | COC(=O)C1=C(c2ccc(F)cc2OCc2ccccc2)C[C@@H]2CC[C@H]1N2C(=O)NCc1ccc(C)cc1 | ? | 0% | -13% | ? | -24 | -11 | -4% | -9% | -59*
26 | Cn1c(=O)c(Oc2ccc(F)cc2)c(O)c2ccccc21 | -694%[inhibitor] | 2% | 5% | 27% | 10 | 27 | 1% | 11% | 13
27 | O=C(c1ccc2c(c1)OCO2)C1CCCN(Cc2ccc(F)c(F)c2)C1 (centres undefined) | -3% | ? | -11% | -3% | -9 | -52* | -2% | -4% | 0
31 | NC(=O)c1ccc(OCCC(O)N2CC=C(c3ccc(F)cc3)CC2)cc1 (centres undefined) | -5% | -22% | -6% | 0% | -26 | -57* | -3% | 1% | -15
35 | O=C(Nc1ccc(C(F)(F)F)cc1)OC1CN2CCC1CC2 (centres undefined) | 23% | -2% | -24% | -17% | 18 | 14 | 3% | -25% | -13
39 | OC(CCNCCc1c[nH]c2ccccc12)C(F)(F)Cl (centres undefined) | 2% | -3% | 11% | 11% | 0 | 4 | 0% | 6% | 17

Source: PubChem BioAssay

These rows are one share of the data; the hit share may differ from the screen's.
